High-throughput results from PubChem.
MCL1 BIM primary: inhibitors of MCL1 binding to BIM-BH3, primary screen, biochemical, fluorescence polarization | GST-MCL1 / FITC-Bim-BH3 fluorescence polarization | inhibition, % at 10.9 µM | hit rate 0.68% among 320,000 | AID 2057, 2009;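 active means inhibition above the mean inhibition of all tested compounds plus 3 SD, set per campaign, cut at about 40% in these data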;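 further: 0% = DMSO wells and 100% = unlabeled Bim-BH3 peptide control; higher means more loss of mP so more displacement of Bim peptide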
Target sequence (Q07820 whole entry, looked up): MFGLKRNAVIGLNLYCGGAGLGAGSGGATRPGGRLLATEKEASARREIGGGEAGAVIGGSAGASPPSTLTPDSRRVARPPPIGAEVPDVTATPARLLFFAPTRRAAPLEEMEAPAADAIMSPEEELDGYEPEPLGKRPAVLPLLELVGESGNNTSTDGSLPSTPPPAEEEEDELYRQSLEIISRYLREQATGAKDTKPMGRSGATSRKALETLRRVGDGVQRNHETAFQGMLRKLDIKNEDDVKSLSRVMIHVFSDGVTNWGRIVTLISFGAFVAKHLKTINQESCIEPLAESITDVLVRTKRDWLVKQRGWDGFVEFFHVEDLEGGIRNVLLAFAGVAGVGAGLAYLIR
MEX-5 binding: MEX-5 zinc finger RNA-binding disruptors – biochemical, C. elegans, fluorescence polarization, MLPCN library, primary screen | Zinc finger protein mex-5 (Caenorhabditis elegans), Q9XUB2 | MEX-5/FITC-TCR2 RNA binding; hits give low values | activity score (negative = inhibition of binding), % at 10 µM | hit rate 0.38% among 300,000;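 active means inhibition past about -25% in most replicates, and total fluorescence under double the plate's negative control median, limit read from the data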;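 further: 0% = DMSO and -100% = 5 µM competing unlabeled TCR2 RNA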
PME-1 primary: PME-1 inhibitors via competitive probe labeling, primary screen, biochemical, fluorescence polarization, FP-Rh probe, HTS; Protein phosphatase methylesterase 1 (Homo sapiens), Q9Y570; hit rate 0.53% among 320,000; recombinant PME-1; AID 2130, 2009; inhibition, % at 5.9 µM;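 active means inhibition above the campaign mean of all compounds plus 3 SD, cut at about 26% in these data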;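 further: competitive labeling of PME-1 active site by serine hydrolase directed probe; 0% = PME-1 with DMSO and 100% = wells lacking PME-1 enzyme; inhibitors block probe labeling so polarization falls and inhibition rises; many of its hits are not listed in these tables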
AHR act: AHR activators, primary screen, cell-based, luminescence, luciferase reporter, human | hit rate 2.5% among 320,000 | activation, % at 5 µM | Aryl hydrocarbon receptor (Homo sapiens), P35869 | AHR-responsive luciferase reporter cells; in the data active means activation above about 47%;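 further: 0% = vehicle wells and 100% = reference agonist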
GLD-1 RNA inh: GLD-1/TGE RNA complex disruptors, primary screen, biochemical, fluorescence polarization; inhibition, % at 5.96 µM; Female germline-specific tumor suppressor gld-1 (Caenorhabditis elegans), Q17339; hit rate 0.44% among 320,000; purified GLD-1 + fluorescein TGE RNA;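 active means percent inhibition above a per-plate cutoff, the plate mean of test compounds plus 3 SD, cut at about 30% in these data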;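 further: 0% = DMSO wells with GLD-1 and probe and 100% = wells lacking GLD-1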
Fam108B inh: mouse Fam108B serine hydrolase inhibitors, primary screen, counter-screen for RBBP9 inhibitor project, biochemical, fluorescence polarization; recombinant Fam108B, FP-Rh probe fluorescence polarization; inhibition, % at 9.51 µM; hit rate 0.33% among 300,000;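 active means inhibition above the screen mean inhibition plus 3 SD, computed separately per campaign, cut at about 18% in these data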;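 further: inhibitors lower polarization as less probe binds the enzyme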
PAFAH1B2 inh: PAFAH1B2 enzyme inhibitors, primary screen, biochemical, fluorescence polarization, human. inhibition, % at 3.39 µM. hit rate 1.2% among 340,000. AID 492953, 2010. recombinant PAFAH1B2, FP-rhodamine activity probe. Platelet-activating factor acetylhydrolase IB subunit alpha2 (Homo sapiens), P68402;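 active means inhibition above the mean of all tested compounds plus 3 SD, cut at about 24% in these data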;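 further: 0% = enzyme with DMSO and 100% = wells lacking PAFAH1B2; many of its hits are not listed in these tables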
BCLXL inh: inhibitors of human Bcl-xL, primary screen, biochemical, fluorescence polarization, HTS; AID 2129, 2009; Bcl-2-like protein 1 (Homo sapiens), Q07817; inhibition, % at 10.9 µM; hit rate 0.7% among 320,000; GST-Bcl-xL / FITC-Bim BH3 peptide fluorescence polarization;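 active means inhibition above the mean of all tested compounds plus 3 SD, cutoff set per campaign, cut at about 30% in these data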;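 further: 0% = DMSO wells and 100% = unlabeled Bim-BH3 peptide competitor; inhibitors lower millipolarization by displacing the labeled peptide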
Target sequence (Q07817 whole entry, looked up): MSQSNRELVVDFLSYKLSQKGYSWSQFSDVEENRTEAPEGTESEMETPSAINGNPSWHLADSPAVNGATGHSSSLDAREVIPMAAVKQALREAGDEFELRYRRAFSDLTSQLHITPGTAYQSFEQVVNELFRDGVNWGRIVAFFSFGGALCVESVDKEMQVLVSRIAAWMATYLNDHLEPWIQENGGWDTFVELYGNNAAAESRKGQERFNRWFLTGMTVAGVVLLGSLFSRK
pPAFAH FP inh: pPAFAH enzyme inhibitors, primary screen, biochemical, fluorescence polarization, human; hit rate 1.5% among 330,000; inhibition, % at 3.39 µM; Platelet-activating factor acetylhydrolase (Homo sapiens), Q13093; recombinant pPAFAH, FP-rhodamine probe fluorescence polarization;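 active means inhibition above the mean inhibition across the screen plus 3 SD, cut at about 25% in these data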;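 further: inhibitors block binding of the rhodamine activity-based probe so polarization drops; 0% = enzyme with DMSO and 100% = wells lacking pPAFAH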
Target sequence (Q13093 whole entry, looked up): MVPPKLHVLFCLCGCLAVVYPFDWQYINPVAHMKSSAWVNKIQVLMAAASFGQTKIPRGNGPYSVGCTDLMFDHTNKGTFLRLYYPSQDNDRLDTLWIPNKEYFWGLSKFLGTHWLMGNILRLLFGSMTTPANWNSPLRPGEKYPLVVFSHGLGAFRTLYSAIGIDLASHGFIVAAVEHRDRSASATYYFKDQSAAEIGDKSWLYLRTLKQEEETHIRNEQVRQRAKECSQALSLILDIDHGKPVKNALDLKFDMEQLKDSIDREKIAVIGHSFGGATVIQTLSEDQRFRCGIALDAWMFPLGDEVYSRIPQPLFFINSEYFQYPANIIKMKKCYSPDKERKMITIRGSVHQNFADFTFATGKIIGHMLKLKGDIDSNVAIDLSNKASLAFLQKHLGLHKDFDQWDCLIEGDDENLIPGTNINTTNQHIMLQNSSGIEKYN
* = called active by the depositor; · = no result given. Only part of the results is shown, so the mix of outcomes need not match the whole.

Results follow in this order: MCL1 BIM primary	MEX-5 binding	PME-1 primary	AHR act	GLD-1 RNA inh	Fam108B inh	PAFAH1B2 inh	BCLXL inh	pPAFAH FP inh
> CSc1nc2c(cc1C#N)C(=O)CC(C)(C)C2
 : 2	-0.2	2	0	8	-3	2	5	6
> CCO[C@@H]1OC(C(=O)N2CCN(Cc3ccccc3)CC2)=C[C@H](C)[C@H]1CCCO
 : 6	1.2	-4	1	6	-2	-2	5	3
> CCC(NC(=O)c1ccccc1NC(=O)c1ccco1)C(=O)NC1CCCCC1 (stereo not given)
 : 0	0.1	8	-2	3	-2	-9	1	0
> O=C(NNC(=O)c1ccc(-c2ccccc2)cc1)Nc1ccccc1F
 : 4	-3.0	-2	2	2	-5	-1	2	-3
> NC(=O)CN1C(=O)C2C3C=CC(C3)C2C1=O (stereo not given)
 : 16	2.8	-1	3	4	-3	1	5	1
> O=C(CN(c1ccccc1)S(=O)(=O)c1ccc(Cl)cc1)Nc1cccnc1
 : 1	0.8	7	6	-6	0	4	3	-1
> Cc1c(=O)n(OCc2ccccn2)c2ccccc2[n+]1[O-]
 : -11	0.0	0	52*	2	2	5	1	-1
> COc1ccc(CNC(=O)N2CCN(c3cccc(Cl)c3)CC2)cc1OC
 : -2	0.1	3	-1	-8	3	0	-2	21
> COc1cc(-c2nc3ccc4ccccc4c3c3c2CCC3)cc(OC)c1O
 : 6	-1.6	23	5	-4	-1	1	4	11
> CCn1ccnc1CNC(=O)C1CCC(=O)N(Cc2ccccc2F)C1 (stereo not given)
 : 1	-3.5	9	0	1	-2	1	-2	1
> O=C(CC1S/C(=N/N=C/c2cccs2)NC1=O)Nc1ccc(Cl)c(Cl)c1 (stereo not given)
 : 5	-0.9	4	5	-4	-8	-3	6	1
> CCCCNC(=O)C(=O)NCc1ccncc1
 : 7	0.1	-2	2	0	0	·	3	5
> CCCCC[C@@H]1C=C(C(=O)O)[C@H](c2ccc(Cl)c(Cl)c2)N1S(=O)(=O)c1ccc(C)cc1
 : ·	·	·	0	1	·	29*	·	1
> CCN(C(=O)N1CCOCC1)c1ccccc1C
 : 10	-0.8	-4	-3	1	2	9	1	1
> O=C1CCCN1CCC1CCN(C(=O)Nc2ccccc2)CC1
 : 4	0.2	1	0	4	-2	1	1	-2
> Cc1c(CN2CCC(n3nccc3NC(=O)C3CC3)CC2)[nH]c2ccccc12
 : -4	-2.8	4	85*	-11	0	1	4	3
> O=C(NCCS(=O)(=O)NC1CCCC1)c1ccc(F)cc1
 : -8	0.2	-3	0	-1	0	0	-1	0
> N#CC(C#N)=C1C=CC=CN1/C(=C\c1ccco1)C(=O)c1ccc(Br)cc1
 : 8	·	16	189*	5	2	4	6	10
> CCOC(=O)C1CCN(C(=O)c2ccccc2NS(=O)(=O)c2ccc(F)cc2)CC1
 : 6	1.6	12	-4	2	0	-3	5	1
> NS(=O)(=O)c1ccc(CCNC(=O)CNCCc2ccc(C(F)(F)F)cc2)cc1
 : -1	3.2	1	1	-5	-1	21	0	3
> C=CCN1C(=O)c2ccc(C(=O)N(C)CC(=O)Nc3ccccc3Cl)cc2C1=O
 : 1	-4.4	3	20	1	-1	-1	5	5
> O=S(=O)(/C=C/c1ccccc1)NC1CCCCCC1
 : 4	-0.6	-2	1	-4	-9	·	5	8
> CC(C)c1ccc(NC(=O)C[n+]2ccn(C3=C([O-])c4ccccc4C3=O)c2)cc1
 : 12	0.1	5	27	4	1	-2	12	20
> NNC(=O)c1snnc1-c1ccccc1
 : 5	-1.0	-2	-3	-1	-1	5	2	5
> CCn1c(CNC(=O)c2ccccc2F)nnc1SCC(=O)NC1CCCCC1
 : 5	0.8	-2	1	3	-1	0	5	-5
> Cc1[nH]c2ccccc2c1C(=O)C(=O)N1CC=C(c2ccccc2)CC1
 : 2	1.6	7	13	5	-9	-5	1	2
> COC(=O)c1sc(NC(=O)C2c3ccccc3Oc3ccccc32)c(C(=O)OC)c1C
 : 12	-1.0	-4	1	7	-15	-4	5	0
> Cc1ccc(SCCNC(=O)/C=C/c2ccc(Cl)cc2)cc1
 : 54*	-1.0	7	-6	0	0	-3	7	-1
> O=C1C(=O)N(CCCn2ccnc2)C(c2ccc(Br)cc2)/C1=C(\O)c1ccc2c(c1)OCCO2 (stereo not given)
 : 4	9.1	2	5	-1	2	-1	4	-1
> CC(C)c1nc(SCC(=O)Nc2nccs2)c2ccccc2n1
 : 7	0.3	0	4	8	0	2	4	1
> COc1ccc(N2CC(O)=C(c3nc(-c4ccc(F)cc4)cs3)C2=N)cc1Cl
 : 1	-0.9	-9	11	-2	-2	0	2	8
> O=C1c2ccccc2C(=O)N1Cc1cc(-c2ccccc2Cl)no1
 : 6	-1.1	-5	1	0	0	1	2	1
> C/C(CC(=O)Nc1cccc2c1CCCC2)=N\NC(=O)c1cccc2ccccc12
 : 9	-0.3	-6	8	7	2	0	1	-2
> O=C(CSc1ncnc2c1cnn2-c1ccccc1)Nc1ccc2c(c1)OCO2
 : 4	-1.1	-5	14	4	-5	1	2	4
> Cc1ccc(NC2=NC(c3ccc(F)cc3)n3c(nc(C)cc3=O)N2)cc1 (stereo not given)
 : -1	-1.2	1	15	4	0	0	3	1
> Cc1ccc(S(=O)(=O)CCC(=O)Nc2cccc([N+](=O)[O-])c2)cc1
 : -6	1.0	2	0	-2	3	-6	-2	0
> Cc1ccc(C)c(N2CCN(C(=O)c3csc4ccccc34)CC2)c1
 : 2	1.1	-4	0	2	3	2	4	6
> O=C(N1CCCCC1)N1CCN(S(=O)(=O)c2ccc(Cl)cc2)CC1
 : 0	1.0	10	1	-4	-2	22	3	0
> COc1ccc(NC(=O)c2csc3c2CCCC3)cc1
 : 3	0.9	2	46	3	0	6	6	8
> CCN(CC)S(=O)(=O)c1c(OC)cc(C)c(Cl)c1C
 : 1	-2.2	2	10	3	1	0	0	-2

Quoted from the listing.
Entry for CCN(CC)S(=O)(=O)c1c(OC)cc(C)c(Cl)c1C under AHR act: 10
Entry for Cc1ccc(S(=O)(=O)CCC(=O)Nc2cccc([N+](=O)[O-])c2)cc1 under Fam108B inh: 3

Continued:
Results follow in this order: MCL1 BIM primary	MEX-5 binding	PME-1 primary	AHR act	GLD-1 RNA inh	Fam108B inh	PAFAH1B2 inh	BCLXL inh	pPAFAH FP inh
> C[C@@H]1C[C@@H]2OC(=O)[C@]3(C)[C@H]2[C@@H](OC3(C)O)[C@]2(C)C(=O)C=C[C@H]12 (stereo not given in full)
 : 14	-0.2	-6	0	6	1	1	8	0
> COc1cccc(-n2cc(CNCc3c(C(=O)N(C)C)nc4ccc(Cl)cn34)cn2)c1
 : -2	0.1	-3	0	4	4	-1	3	3
> CCOc1ccc(NC(=S)NNc2ccnc3cc(Cl)ccc23)cc1
 : -1	-0.3	38*	20	-2	5	-1	3	5
> Cc1ccc(NC(=O)C/C(N)=N/OC(=O)Nc2ccc(C)c(Cl)c2)cc1
 : 6	·	2	2	0	·	2	6	2
> COc1ccccc1-c1nn(-c2ccccc2)cc1C(=O)N1CCN(C(=O)c2ccco2)CC1
 : 4	·	5	3	2	·	2	3	7
> O=C(Cn1cnc2c(cnn2-c2ccccc2)c1=O)Nc1cc(S(=O)(=O)N2CCOCC2)ccc1Cl
 : 6	-0.1	-5	13	3	-2	-1	-1	-3
> COc1cccc(CNC(=O)CCn2c(=O)c3cccn3c3cccnc32)c1
 : 4	2.7	6	13	6	-2	11	2	4
> CCCCCCCCCCn1ccc(=N)cc1
 : 2	-2.3	5	-7	7	-2	4	3	4
> COc1cc(C)c(CN2CCSCC2)cc1C
 : 26	-2.5	2	0	-4	3	6	8	0
> CN(C)S(=O)(=O)c1cccc(C(=O)NC2CCSc3ccccc32)c1 (stereo not given)
 : 0	0.9	-2	9	0	0	2	2	3
> C/C(=N\NC(=O)Cc1ccc(F)cc1)c1ccc(F)cc1
 : -4	0.1	-3	2	4	1	0	-5	1
> CCCCCCCN1C2=NCCN2c2ccccc21
 : 2	1.0	2	4	1	0	-2	7	-1
> CCOc1ccc(S(=O)(=O)n2nnc3ccccc32)cc1C
 : 5	-1.5	-3	-2	9	-3	·	8	3
> CCOC(=O)c1ccc(S(=O)(=O)NC2CC2)cc1
 : 0	0.7	1	2	-2	2	-3	0	6
> O=S1(=O)CCC(NC(=S)N2CCOCC2)C1 (stereo not given)
 : 0	·	-1	-1	3	-1	2	-4	3
> COc1cc(/C=C/C(=O)Oc2coc(CSc3ncccn3)cc2=O)cc(OC)c1OC
 : 8	0.7	4	1	-4	2	1	1	3
> CC1CCCCN1C(=O)CCS(=O)(=O)c1cccc2nonc12 (stereo not given)
 : 0	-2.3	2	-1	0	0	2	2	0
> Cc1ccc(C)c(C(C)NC(=O)C2CC=CCC2C(=O)O)c1 (stereo not given)
 : 0	·	1	2	-2	·	0	3	3
> Cc1ccc(NCCCCO)cc1C
 : -7	-1.6	2	4	-7	-2	8	6	-5
> COc1ccc(C2CCCN2C(=S)Nc2c(C)cccc2C)cc1OC (stereo not given)
 : -2	5.2	-4	-1	5	1	6	-2	2
> O=C(Nc1ccc(Cl)c(Cl)c1)Nc1cc(S(=O)(=O)N2CCOCC2)ccc1N1CCCC1
 : 6	1.3	-6	2	4	13	3	3	3
> COc1ccc(-c2[nH]ncc2CN(C)CCCN2CCOCC2)cc1F
 : 0	-1.6	4	-2	4	-5	2	1	1

Limited to AHR act and PME-1 primary (six entries from above):
| compound | AHR act | PME-1 primary |
| --- | --- | --- |
| CCOc1ccc(S(=O)(=O)n2nnc3ccccc32)cc1C | -2 | -3 |
| CCOC(=O)c1ccc(S(=O)(=O)NC2CC2)cc1 | 2 | 1 |
| O=S1(=O)CCC(NC(=S)N2CCOCC2)C1 (stereo not given) | -1 | -1 |
| COc1cc(/C=C/C(=O)Oc2coc(CSc3ncccn3)cc2=O)cc(OC)c1OC | 1 | 4 |
| CC1CCCCN1C(=O)CCS(=O)(=O)c1cccc2nonc12 (stereo not given) | -1 | 2 |
| Cc1ccc(C)c(C(C)NC(=O)C2CC=CCC2C(=O)O)c1 (stereo not given) | 2 | 1 |

An excerpt from above in order of the GLD-1 RNA inh value, descending:
| compound | GLD-1 RNA inh |
| --- | --- |
| CCOc1ccc(S(=O)(=O)n2nnc3ccccc32)cc1C | 9 |
| CN(C)S(=O)(=O)c1cccc(C(=O)NC2CCSc3ccccc32)c1 (stereo not given) | 0 |
| Cc1ccc(C)c(C(C)NC(=O)C2CC=CCC2C(=O)O)c1 (stereo not given) | -2 |
